IL1B NFkB pot: enhances IL-1B driven NFkB nuclear translocation; HUVEC IL-1B NFkB p65 nuclear translocation imaging; activation, % at 2 µM; 0.3% of 94,000 active;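 active = activation above 40%, about the mean plus 3 SD, also judged a hit on visual image review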;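 also: percent activation is computed from the nuclear over cytoplasmic p65 intensity ratio; values of inactives mirror those of a sister screen read the other way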
PLAP inhibition: inhibition of human placental alkaline phosphatase – biochemical, luminescence, HTS (AID 690); one-dose inhibition, % at 20 µM; IC50 in µM for titrated hits; 0.08% of 96,000 active; purified PLAP, luminescent substrate; higher % means a stronger effect; in the data active = a potency from the dose series; inactive = the rest, 99 in 100 with inhibition below about 30%; also: strong numbers were not always called active
IL1B NFkB inh: blocks IL-1B driven NFkB nuclear translocation in HUVEC cells. HUVEC IL-1B NFkB p65 nuclear translocation imaging. inhibition, % at 2 µM. 0.43% of 94,000 active. AID 796;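 active = inhibition above about 30% together with a positive call from visual inspection of the well image, limit read from the data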;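 also: nuclear over cytoplasmic p65 intensity ratio measured by imaging; 0% = IL-1B stimulated DMSO wells and 100% = unstimulated DMSO wells; values of inactives mirror those of a sister screen read the other way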
MRP resist rev: reverses drug resistance mediated by MRP | H69AR cells + 2 uM doxorubicin, CellTiter-Glo, 72 h | differential viability (reversal), % at 10 µM | AID 602 | 0.04% of 85,000 active;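 active = viability drop by adding the cancer drug above about 55%, with treated viability meeting a 40% cutoff, limit read from the data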;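 also: viability without doxorubicin minus viability with 2 µM doxorubicin for each compound; larger differential means the compound sensitizes cells more to doxorubicin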
Bcl-B displacement: displacers of TR3 peptide from Bcl-B, primary screen, selectivity assay for Bfl-1 inhibitor project, biochemical, fluorescence polarization | FP displacement of FITC-TR3 peptide from Bcl-B; higher % means a stronger effect | displacement, % at 20 µM; hits with a dose series show IC50 in µM | 0.11% of 96,000 active;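 active = displacement above 50% at 20 µM plus a fluorescence interference ratio under 1.5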;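 also: plate controls were wells without compound for no effect and wells lacking Bcl-B protein for full effect; a part of the inactive calls stands beside numbers as strong as those of hits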
MRP resist rev cytotoxicity: second read-out of MRP resist rev, no call of its own (marks repeat the call); viability, %; H69AR cells, CellTiter-Glo, 72 h; measured here: cytotoxicity without doxorubicin
MRP resist rev with doxorubicin: recorded beside MRP resist rev, whose call it bears; viability, %; measured here: viability with 2 uM doxorubicin; active compounds read low
IL1B NFkB inh cell count 2 µM: further read-out of IL1B NFkB inh, marked with its call; cell count; measured here: cells passing quality filter;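 raw number of nuclei counted in each imaged well without normalization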
IL1B NFkB pot cell count 2 µM: further read-out of IL1B NFkB pot, marked with its call; cell count; measured here: cells passing quality filter
Starred values were filed as active, the others as inactive; / = no result given. The list is partial, so the mix of outcomes need not match the whole.

| mol | IL1B NFkB pot | IL1B NFkB pot cell count 2 µM | PLAP inhibition | IL1B NFkB inh | IL1B NFkB inh cell count 2 µM | MRP resist rev | MRP resist rev cytotoxicity | MRP resist rev with doxorubicin | Bcl-B displacement |
| --- | --- | --- | --- | --- | --- | --- | --- | --- | --- |
| CCOC(=O)C1=C(N)Oc2cc(C)[nH]c(=O)c2C1c1ccncc1 (stereo not given) | -9 | 118 | -7% | 9 | 118 | 21 | 87 | 66 | -8% |
| COc1ccc(OC)c(NC(=O)c2[nH]c(C)c(C(C)=O)c2C)c1 | 14 | 156 | 5% | -14 | 156 | -14 | 57 | 71 | -2% |
| CCCNC(=O)CCC(=O)Nc1ncc(-c2ccc(C)cc2)n1C | 1 | 118 | -125% | -1 | 118 | -5 | 89 | 94 | 6% |
| Cc1oc(/N=C/c2c(O)ccc3ccccc23)c(C#N)c1C | / | / | 23% | / | / | 8 | 87 | 79 | -40% |
| COc1ccc(OC)c(-c2nnc(NC(=O)C(C)Sc3nncn3C)s2)c1 (stereo not given) | -2 | 126 | -20% | 2 | 126 | 9 | 80 | 70 | -8% |
| O=C(c1cccc(N2C(=O)C3CC=CCC3C2=O)c1)N1CCCCCC1 (stereo not given) | -8 | 135 | / | 8 | 135 | 14 | 95 | 81 | -2% |
| CSCCC(NC(=O)c1cc(C)oc1C)C(=O)O (stereo not given) | 13 | 84 | 16% | -13 | 84 | -23 | 79 | 102 | -2% |
| COc1ccc(NC(=S)N2N=CCC2c2ccccc2)cc1 (stereo not given) | 17 | 177 | 9% | -17 | 177 | 21 | 111 | 90 | -3% |
| CC1CN(Cc2nc3c(c(=O)n(C)c(=O)n3C)n2CCc2ccccc2)CC(C)O1 (stereo not given) | -4 | 127 | / | 4 | 127 | 7 | 78 | 71 | / |
| CC(C)COc1ccc(C(=O)OCCN2CCOCC2)c(O)c1 | -5 | 94 | -5% | 5 | 94 | / | / | / | -3% |

Brought forward from above: 4 entries, then new ones.
| mol | IL1B NFkB pot | IL1B NFkB pot cell count 2 µM | PLAP inhibition | IL1B NFkB inh | IL1B NFkB inh cell count 2 µM | MRP resist rev | MRP resist rev cytotoxicity | MRP resist rev with doxorubicin | Bcl-B displacement |
| --- | --- | --- | --- | --- | --- | --- | --- | --- | --- |
| CSCCC(NC(=O)c1cc(C)oc1C)C(=O)O (stereo not given) | 13 | 84 | 16% | -13 | 84 | -23 | 79 | 102 | -2% |
| COc1ccc(NC(=S)N2N=CCC2c2ccccc2)cc1 (stereo not given) | 17 | 177 | 9% | -17 | 177 | 21 | 111 | 90 | -3% |
| CC1CN(Cc2nc3c(c(=O)n(C)c(=O)n3C)n2CCc2ccccc2)CC(C)O1 (stereo not given) | -4 | 127 | / | 4 | 127 | 7 | 78 | 71 | / |
| CC(C)COc1ccc(C(=O)OCCN2CCOCC2)c(O)c1 | -5 | 94 | -5% | 5 | 94 | / | / | / | -3% |
| COc1ccc(S(=O)(=O)N2CCCCCC2)cc1C(=O)OCC(=O)NC(N)=O | -11 | 198 | -19% | 11 | 198 | 16 | 89 | 74 | 14% |
| CC1CCN(S(=O)(=O)c2ccc(NC(=O)Cc3cccs3)cc2)CC1 | 2 | 163 | 40% | -2 | 163 | 11 | 86 | 74 | 9% |
| CCc1ccc(C(=O)COC(=O)C(Cc2ccccc2)NC(=O)C2CCC(C)CC2)cc1 (stereo not given) | / | / | -7% | / | / | / | / | / | 9% |
| CCOC(=O)N1CCN(CCC(=O)Nc2ccc(Br)cc2)CC1 | 1 | 168 | -11% | -1 | 168 | -4 | 92 | 96 | -9% |
| CCOc1ccc(NC(=O)C(C)Sc2nnnn2C)cc1 (stereo not given) | -7 | 129 | 9% | 7 | 129 | 7 | 102 | 95 | -4% |
| CCOC(=O)N1CCN(c2c(F)cc3[nH]c(=S)[nH]c3c2Br)CC1 | 1 | 115 | -18% | -1 | 115 | -11 | 9 | 20 | 4% |
| COc1ccc(C(=O)COC(=O)Cn2nnc3ccccc32)cc1Br | 2 | 161 | -1% | -2 | 161 | -6 | 103 | 109 | -1% |
| O=C(O)Cc1ccc(C(=O)c2cccs2)s1 | 2 | 189 | 8% | -2 | 189 | 10 | 100 | 89 | 3% |
| O=C(Oc1cc2oc(=O)cc(-c3ccccc3)c2cc1Cl)C1CCCCC1 | -10 | 173 | 0% | 10 | 173 | / | / | / | -6% |
| COC(=O)Cn1c(=O)sc2ccccc21 | -1 | 217 | 9% | 1 | 217 | -3 | 99 | 102 | -13% |
| O=C(NCc1ccco1)C1CCCN(S(=O)(=O)c2cccc3nsnc23)C1 (stereo not given) | / | / | 18% | / | / | 13 | 95 | 82 | -15% |
| CCN1C(=O)c2ccccc2S(=O)c2ccc(C(=O)NC3CC3)cc21 (stereo not given) | 6 | 84 | -7% | -6 | 84 | 13 | 104 | 91 | 2% |
| COc1ccc(C(=O)NNC(=O)Cc2ccc(-c3ccccc3)cc2)cc1OC | -4 | 76 | -60% | 4 | 76 | / | / | / | 6% |
| CCn1cc(C(=O)NCC2CCCO2)c(=O)c2cc(S(=O)(=O)N3CCCCC3)ccc21 (stereo not given) | -4 | 179 | -39% | 4 | 179 | -11 | 88 | 98 | 6% |
| Cc1ccc(CC(=O)Nc2nc3c(s2)CCCC3)cc1 | 3 | 68 | 30% | -3 | 68 | 1 | 95 | 94 | -11% |
| Cc1noc(C)c1CSc1ncnc2sc(C)c(C)c12 | 16 | 132 | 2% | -16 | 132 | 2 | 92 | 90 | -8% |
| COc1ccc(-c2cc(-c3cccs3)c(C#N)c(SCC(=O)NCc3ccco3)n2)cc1 | / | / | -31% | / | / | -30 | 22 | 52 | -24% |
| N#Cc1c(SCc2ccc(Cl)cc2)sc(C(=O)c2ccccc2)c1N | -5 | 141 | 8% | 5 | 141 | -3 | 66 | 70 | 2% |
| O=C(Nc1ccccc1)Nc1nncs1 | 12 | 172 | 2% | -12 | 172 | -1 | 90 | 92 | -14% |
| O=C(N/N=C/c1c[nH]c2ccccc12)c1ccn(Cc2ccc(Cl)cc2Cl)n1 | 2 | 158 | 3% | -2 | 158 | / | / | / | 2% |
| O=C(CSc1nc2ccccc2c(=O)n1-c1ccccc1)NCc1ccco1 | 4 | 119 | 28% | -4 | 119 | -1 | 74 | 76 | 4% |
| CCC(C)C1C(C#N)=C(N)Oc2n[nH]c(C)c21 (stereo not given) | -3 | 174 | / | 3 | 174 | -3 | 78 | 81 | / |
| Cc1cc(NC(=O)CSc2nnc(-c3ccoc3C)o2)no1 | 26 | 140 | 21% | -26 | 140 | 0 | 98 | 97 | -11% |
| CCn1c(=N)n(CCOc2ccc(OC)cc2)c2ccccc21 | -7 | 181 | 13% | 7 | 181 | 2 | 75 | 72 | 2% |
| CCOC(=O)c1c(C)c(C(=O)N(C)C2CCCCC2)c(C)n1C | / | / | -16% | / | / | 0 | 91 | 91 | -13% |
| Cc1ccc(C2C(C#N)=C(N)Oc3cc4c(cc32)OCO4)cc1 (stereo not given) | 11 | 154 | 4% | -11 | 154 | -26 | 15 | 41 | -6% |
| COc1ccc(-c2nc3ccccc3c(=O)n2CCCn2ccnc2)cc1 | / | / | 9% | / | / | 2 | 70 | 67 | 7% |
| Cc1cccc(C)c1N1C(=O)C2ON(c3ccccc3)C(c3ccncc3)C2C1=O (stereo not given) | 10 | 145 | -61% | -10 | 145 | 11 | 97 | 86 | -1% |
| Cc1c(Br)cc(-c2nnco2)cc1Br | 29 | 72 | 4% | -29 | 72 | 3 | 92 | 89 | -1% |
| COc1ccc(S(=O)(=O)N2CCC(C(=O)N3CCOCC3)CC2)cc1OC | -5 | 132 | -50% | 5 | 132 | 3 | 87 | 84 | 1% |
| Cc1onc(-c2ccccc2Cl)c1C(=O)Nc1ccc(CN2CCCC2)cc1 | 3 | 121 | -72% | -3 | 121 | 0 | 94 | 94 | -16% |
| CC(=O)NC1C(=O)N=C(SCC(=O)NCc2ccccc2)NC1=O (stereo not given) | 1 | 129 | / | -1 | 129 | -8 | 101 | 109 | / |
| CCOC(=O)Cn1c(CN2CCN(c3cccc(Cl)c3)CC2)nc2c1c(=O)[nH]c(=O)n2C | 8 | 68 | / | -8 | 68 | -31 | 41 | 72 | / |
| O=C(Nc1ccc2c(c1)OCCO2)c1ccc(CN2CCOCC2)cc1 | 12 | 165 | 5% | -12 | 165 | 26 | 84 | 58 | 0% |
| CCOC(=O)N1CCN(S(=O)(=O)c2ccc(C(=O)Nc3sc4c(c3C#N)CCC4)cc2)CC1 | 12 | 137 | 0% | -12 | 137 | 11 | 28 | 17 | -8% |
| N#CC1=C(N)OC2=C(C(=O)CCC2)C12CCC1(CC2)OCCO1 | 9 | 147 | -11% | -10 | 147 | 17 | 112 | 94 | -1% |
| CCOP(=O)(c1ccc(N(C)C)cc1)C(O)c1ccccc1OC (stereo not given) | -7 | 151 | 16% | 7 | 151 | 3 | 90 | 87 | -4% |
| COc1ccc(CNC(=O)CCn2c(=O)oc3ccccc32)cc1 | 32 | 124 | 6% | -32 | 124 | -3 | 92 | 95 | 10% |
| COC(=O)c1sccc1NC(=O)CSc1ccccc1NS(=O)(=O)c1ccc(Cl)cc1 | 11 | 137 | -27% | -11 | 137 | / | / | / | 11% |
| O=C(O)CCCNS(=O)(=O)c1cccs1 | -9 | 128 | -5% | 9 | 128 | 13 | 100 | 87 | -8% |
| CCOc1ccc2[nH]c(=O)c(CN(Cc3nnnn3Cc3ccccc3)CC3CCCO3)cc2c1 (stereo not given) | -9 | 66 | -46% | 9 | 66 | -20 | 34 | 54 | 4% |
| COc1ccc2nc(C)cc(C(=O)O)c2c1 | -8 | 184 | -2% | 8 | 184 | -7 | 89 | 96 | 10% |
| CC(C)n1c(N2CCN(C(=O)Nc3ccccc3)CC2)nc2ccccc21 | -6 | 145 | -22% | 6 | 145 | -10 | 73 | 83 | -1% |
| c1ccc(COc2ccc(OCCn3cncn3)cc2)cc1 | 11 | 141 | 10% | -11 | 141 | / | / | / | -11% |
| CC(n1cnnn1)C12CC3CC(CC(C3)C1)C2 (stereo not given) | -5 | 142 | 0% | 5 | 142 | 11 | 106 | 95 | -5% |
| CC1=CC(c2ccc(Cl)cc2)n2nc(NC(=O)c3ccccc3)nc2N1 (stereo not given) | -20 | 96 | -125% | 20 | 96 | 3 | 106 | 102 | 3% |
| CNC(=O)CSCc1c(F)cccc1Cl | 15 | 122 | / | -15 | 122 | 1 | 98 | 97 | / |
| CC(C)NC(=O)CCNS(=O)(=O)c1ccc(Br)cc1 | -10 | 127 | -19% | 10 | 127 | 12 | 99 | 86 | -4% |
| CCOc1ccc(OCc2ccc(C(=O)Nc3cccc(C)n3)o2)cc1 | 0 | 166 | -32% | 0 | 166 | 3 | 95 | 92 | -5% |
| CC(=O)c1cccc(NC(=O)NC2CC3CCCC(C2)N3CC(C)C)c1 (stereo not given) | -3 | 142 | / | 3 | 142 | 7 | 93 | 85 | / |

(more compounds)
| mol | IL1B NFkB pot | IL1B NFkB pot cell count 2 µM | PLAP inhibition | IL1B NFkB inh | IL1B NFkB inh cell count 2 µM | MRP resist rev | MRP resist rev cytotoxicity | MRP resist rev with doxorubicin | Bcl-B displacement |
| --- | --- | --- | --- | --- | --- | --- | --- | --- | --- |
| COc1ccccc1Nc1nc2c(s1)CCC2 | 1 | 96 | -6% | -1 | 96 | 11 | 82 | 71 | -7% |
| O=C(Nc1ccc2c(c1)CCC2)c1cc2ccccc2o1 | 26 | 214 | 27% | -26 | 214 | / | / | / | -6% |
| CCc1cc2c3c(c(=O)oc2cc1O)CCCC3 | 9 | 102 | 3% | -9 | 102 | 10 | 86 | 76 | -6% |
| O=C(CC1COc2ccccc2O1)NCCc1ccccc1 (stereo not given) | 5 | 156 | -12% | -5 | 156 | 13 | 94 | 81 | -1% |
| CSc1nc(-c2ccccc2)nn1C(=O)c1ccc(Cl)cc1 | 3 | 181 | 12% | -2 | 181 | / | / | / | 0% |
| Cc1ccc(/C=N/NC(=O)C2=NNC(c3ccccc3)(c3ccccc3)C2)c(O)c1 | 6 | 161 | / | -6 | 161 | -25 | 41 | 66 | / |
| CSc1ccc(N2C(=O)NC3(CCCCC3)C2=O)cc1 | 10 | 112 | 10% | -10 | 112 | 7 | 95 | 88 | -5% |
| CCCCOc1ccc(C(=O)N2CCCCCC2)cc1 | -3 | 107 | -16% | 3 | 107 | -5 | 74 | 80 | -2% |

Screening results (PubChem BioAssay)
